SRC2 inh: human SRC2 (NCOA2) inhibition | Q15596 | HEK293 GAL4-SRC2 luciferase reporter, luminescence | inhibition, % at 9 µM | 0.17% of 370,000 active | AID 651957;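 active means inhibition above the mean inhibition of all tested compounds plus 3 SD, set per campaign, cut at about 52% in these data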;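 further: 0% = DMSO treated cells and 100% = cells given Gossypol at 36 µM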
NR2F2 inh: blocks human COUP-TFII nuclear receptor; 0.7% of 370,000 active; HEK293T NGFI-A luciferase reporter, luminescence; AID 686940; inhibition, % at 8.6 µM;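 active means inhibition above a per-plate cutoff, mean inhibition of test wells between control levels plus 3 SD, cut at about 38% in these data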;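 further: cells cotransfected with COUP-TFII expression vector driving the NGFI-A reporter; 0% = median of COUP-TF2 test wells and 100% = reporter-only cells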
Target sequence (P24468 whole entry, looked up): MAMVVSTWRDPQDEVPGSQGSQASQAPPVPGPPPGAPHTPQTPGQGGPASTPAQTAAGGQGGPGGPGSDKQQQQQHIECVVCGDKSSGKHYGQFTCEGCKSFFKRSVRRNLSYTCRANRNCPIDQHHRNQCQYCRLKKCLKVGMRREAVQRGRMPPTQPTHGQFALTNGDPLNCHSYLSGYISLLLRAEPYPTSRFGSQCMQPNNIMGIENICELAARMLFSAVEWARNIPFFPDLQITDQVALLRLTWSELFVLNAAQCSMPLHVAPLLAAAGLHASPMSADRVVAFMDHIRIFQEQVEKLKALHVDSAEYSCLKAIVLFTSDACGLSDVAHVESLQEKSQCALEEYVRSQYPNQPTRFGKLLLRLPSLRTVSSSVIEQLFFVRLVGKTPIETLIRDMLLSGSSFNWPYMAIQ
SRC1 inh: inhibitors of human steroid receptor coactivator 1 (SRC1); HEK293 GAL4-SRC1 luciferase reporter, luminescence; Q15788; 0.12% of 360,000 active; inhibition, % at 3.6 µM; AID 588354;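 active means inhibition above the campaign mean plus 3 SD, with each screening campaign given its own cutoff, cut at about 60% in these data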;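 further: 0% = DMSO treated cells and 100% = gossypol at 36 µM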
LRH-1 inv ag: NR5A2 inverse agonism in reporter assay | inhibition, % at 3.6 µM | O00482 | HEK293T StAR-luciferase reporter, LRH-1 transfected, 24 h | 0.13% of 360,000 active;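 active means inhibition above the mean inhibition of all tested compounds plus 3 SD, cut at about 73% in these data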;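 further: 0% = DMSO wells and 100% = reporter-only cells lacking LRH-1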
SRC3 inh: inhibitors of human steroid receptor coactivator 3 (SRC3); inhibition, % at 3.6 µM; HEK293 GAL4-SRC3 luciferase reporter, luminescence; AID 588352; 0.17% of 360,000 active;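 active means inhibition above a per-campaign cutoff, the mean of all compounds plus 3 SD, cut at about 60% in these data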;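 further: 0% = DMSO-treated cells and 100% = gossypol-treated cells at 36 µM; higher means less SRC3-driven luciferase light from the GAL4 reporter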
NOD2-RIPK2 inh: blocks binding of human NOD2 to RIPK2 | CHO BLA complementation NOD2-RIPK2, CCF4 ratio | inhibition, % at 4.98 µM | 0.38% of 360,000 active; in the data active means inhibition above about 21%;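 further: 0% = vehicle only and 100% = reference blocker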
Target sequence (O43353 whole entry, looked up): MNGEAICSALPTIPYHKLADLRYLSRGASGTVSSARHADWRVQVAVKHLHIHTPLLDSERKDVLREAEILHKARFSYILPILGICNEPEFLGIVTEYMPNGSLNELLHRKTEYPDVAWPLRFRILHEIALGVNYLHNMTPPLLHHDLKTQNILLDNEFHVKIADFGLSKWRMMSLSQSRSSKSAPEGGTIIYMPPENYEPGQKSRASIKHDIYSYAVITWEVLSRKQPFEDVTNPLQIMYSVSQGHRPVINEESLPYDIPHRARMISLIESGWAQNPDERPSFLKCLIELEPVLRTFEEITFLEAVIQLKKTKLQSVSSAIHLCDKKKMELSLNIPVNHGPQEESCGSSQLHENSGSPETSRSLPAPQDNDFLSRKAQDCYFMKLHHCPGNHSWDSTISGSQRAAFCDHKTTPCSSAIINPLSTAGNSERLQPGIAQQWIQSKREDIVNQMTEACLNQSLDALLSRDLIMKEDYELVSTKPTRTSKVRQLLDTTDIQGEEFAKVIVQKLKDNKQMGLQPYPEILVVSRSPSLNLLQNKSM
C8 TRAIL sens: caspase-8 TRAIL sensitization | inhibition (viability loss, TRAIL sensitization), % at 10 µM | NB7+C8 cells + TRAIL, ATPlite viability luminescence | 1% of 360,000 active;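 active means compounds causing at least 50% loss of cell viability in the single-dose screen, relative to plate controls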
TROY signal inh: blocks TROY-dependent signaling in reporter cells; inhibition, % at 10 µM; 0.98% of 360,000 active; Q293 LMP1-TROYcd NF-kB luciferase reporter, 4 h;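 active means compounds whose plate-normalised and pattern-corrected inhibition of the luciferase reporter signal at the single screening dose is 50% or more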
TLR9-MyD88 block: inhibitors of human TLR9-MyD88 binding; AID 504734; CHO BLA complementation TLR9-MyD88, CCF4 FRET ratio; inhibition, % at 4.98 µM; 0.21% of 340,000 active;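 active means inhibition above the mean over all tested compounds plus 3 SD, cut at about 21% in these data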;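 further: 0% = DMSO only wells and 100% = clavulanate BLA inhibitor control wells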
EBV LMP1 NFkB: inhibitors of Epstein-Barr LMP1-induced NF-kappaB reporter | LMP1-induced NF-kappaB luciferase reporter cells, luminescence | inhibition, % at 12.5 µM | 0.69% of 350,000 active | AID 504558; in the data active means inhibition above about 41%;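 further: 0% = neutral control wells and 100% = reference inhibitor control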
Vif imaging: inhibitors of HIV Vif. HEK293T cells, Vif self-association by quenched fluorescence, imaging, 24 h. inhibition, % at 7.49 µM. 0.35% of 340,000 active. AID 602346; in the data active means inhibition above about 50%, passing the limit was not always enough; further: some results filed as inactive read as strong as hits
* = called active by the depositor; . = no result given. The list is partial; the hit share may differ from the screen's.

Short keys: A = SRC2 inh; B = NR2F2 inh; C = SRC1 inh; D = LRH-1 inv ag; E = SRC3 inh; F = NOD2-RIPK2 inh; G = C8 TRAIL sens; H = TROY signal inh; I = TLR9-MyD88 block; J = EBV LMP1 NFkB; K = Vif imaging
CCCCNc1nc(N(C)c2ccccc2)nc(-n2ccnc2)n1
  A = 12 | B = 25 | C = -9 | D = 8 | E = -4 | F = 2 | G = 10 | H = 8 | I = 4 | J = -12 | K = 0

Cc1c(C(=O)Nc2cc(S(=O)(=O)N3CCOCC3)ccc2N2CCOCC2)oc2ccccc12
  A = -6 | B = 14 | C = -3 | D = 8 | E = -6 | F = 8 | G = 3 | H = 8 | I = 7 | J = 1 | K = 4

Cc1cc(NC(=O)c2ccc(COc3ccccc3Cl)o2)no1
  A = 6 | B = 12 | C = -9 | D = 0 | E = 18 | F = -6 | G = -4 | H = -11 | I = -1 | J = -10 | K = 7

O=C(NN=Cc1cccc2ccccc12)C(=O)NN=Cc1cccc2ccccc12
  A = -33 | B = -2 | C = 11 | D = 15 | E = -10 | F = -6 | G = 10 | H = -3 | I = -7 | J = -26 | K = 3

COc1ccc(CN2CCN(C(=O)C3CCC(CNS(=O)(=O)c4ccccc4)CC3)CC2)c(OC)c1OC (centres undefined)
  A = -4 | B = 36 | C = -1 | D = 8 | E = 0 | F = 2 | G = 4 | H = 16 | I = 2 | J = -4 | K = -10

CCOC(=O)c1c(-c2ccc(F)cc2)csc1NC(=O)CN1C(=O)NC2(CCCCC2C)C1=O (centres undefined)
  A = -36 | B = 8 | C = -31 | D = 7 | E = -6 | F = 4 | G = 5 | H = 25 | I = 3 | J = -12 | K = -14

O=C1c2[nH]nc(-c3ccccc3O)c2C(c2ccc(F)cc2)N1CC1CCCO1 (centres undefined)
  A = 20 | B = -15 | C = -3 | D = 13 | E = -5 | F = 6 | G = -1 | H = 5 | I = 3 | J = -6 | K = 7

O=C(CSc1ccccn1)N1CCN(c2cccc(Cl)c2)CC1
  A = 7 | B = -3 | C = -6 | D = -2 | E = -19 | F = 2 | G = -4 | H = -14 | I = -12 | J = 6 | K = -10

N/C(=N\OC(=O)c1cccc(F)c1)c1ccccn1
  A = -6 | B = -16 | C = -120 | D = -114 | E = -68 | F = -16 | G = 56* | H = 61* | I = -2 | J = 23 | K = 6

COCCn1c(=O)[nH]c2cc(C(=O)Nc3cc(OC)c(OC)c(OC)c3)ccc2c1=O
  A = -8 | B = 8 | C = 0 | D = -3 | E = -2 | F = -5 | G = -3 | H = 2 | I = 0 | J = -3 | K = -27

CC(C)NS(=O)(=O)c1ccc(OCC(=O)Nc2ccc3c(c2)OCO3)c(Cl)c1
  A = -12 | B = -13 | C = -9 | D = 30 | E = 4 | F = 2 | G = 15 | H = -5 | I = 9 | J = -7 | K = 17

CC(C)(C)N(NC(=O)Nc1ccc(F)cc1)C(=O)c1ccccc1
  A = -8 | B = 7 | C = -4 | D = -2 | E = 13 | F = -4 | G = -6 | H = 7 | I = 5 | J = 2 | K = 3

O=C(Cc1cccc(C(F)(F)F)c1)NCc1cccc(Cl)c1
  A = -1 | B = -16 | C = -8 | D = -33 | E = 7 | F = 9 | G = -5 | H = -7 | I = -2 | J = 5 | K = 1

CC(=O)Nc1ccc(C(=O)OCC(=O)/C(C#N)=C(\C)N)cc1
  A = -10 | B = 8 | C = 5 | D = -9 | E = -19 | F = -13 | G = -1 | H = 33 | I = 7 | J = 1 | K = -3

COc1ccc(Nc2ccncc2[N+](=O)[O-])cc1
  A = 29 | B = 17 | C = 20 | D = 45 | E = 34 | F = 0 | G = -3 | H = 29 | I = 9 | J = 12 | K = -14

(more compounds)
Short keys: A = SRC2 inh; B = NR2F2 inh; C = SRC1 inh; D = LRH-1 inv ag; E = SRC3 inh; F = NOD2-RIPK2 inh; G = C8 TRAIL sens; H = TROY signal inh; I = TLR9-MyD88 block; J = EBV LMP1 NFkB; K = Vif imaging
CCN(C(=O)COC(=O)c1cc(C)oc1C)c1c(N)n(Cc2ccccc2)c(=O)[nH]c1=O
  A = 10 | B = 15 | C = -6 | D = 13 | E = 26 | F = 4 | G = 1 | H = 7 | I = 15 | J = 0 | K = 25

COC(=O)[C@@]12CCCN1[C@H](c1ccc(-c3ccc(OC)cc3)c(OC)c1)[C@@H]1C(=O)N(C)C(=O)[C@@H]12
  A = 24 | B = 21 | C = -4 | D = 10 | E = 12 | F = 10 | G = -9 | H = 13 | I = -1 | J = 2 | K = 0

CC(C)OCCCNc1ncc2c(n1)CC(c1cccs1)CC2=O (centres undefined)
  A = -31 | B = 10 | C = 0 | D = -13 | E = -49 | F = 17 | G = 9 | H = -2 | I = 3 | J = -10 | K = 15

Clc1cccc(Cc2nn[nH]n2)c1
  A = -1 | B = 3 | C = -11 | D = 25 | E = 8 | F = 1 | G = -15 | H = -6 | I = 5 | J = -8 | K = 16

CC(C)(C)CN1CCN(Cc2cccnc2)CC1CCO (centres undefined)
  A = -6 | B = -7 | C = 17 | D = -5 | E = 5 | F = 2 | G = -9 | H = -3 | I = -6 | J = 0 | K = 2

COc1cccc(NC(=S)NN=C2CCC(C(C)(C)C)CC2)c1 (centres undefined)
  A = -5 | B = -15 | C = -28 | D = 3 | E = 3 | F = -6 | G = 4 | H = -6 | I = 7 | J = 5 | K = -6

O=C(Nc1ncc(Cc2cccc(Cl)c2)s1)c1ccc([N+](=O)[O-])cc1
  A = 26 | B = -12 | C = 4 | D = 10 | E = 6 | F = -3 | G = 34 | H = -12 | I = 3 | J = 11 | K = 5

CCCNC(=O)C1(C)CCCN(C(=O)c2c(F)ccc(C)c2F)C1 (centres undefined)
  A = 0 | B = 10 | C = -9 | D = -14 | E = 3 | F = -9 | G = 5 | H = -1 | I = . | J = . | K = .

COc1cccc(C(=O)OCC(=O)Nc2ccc3c(c2)OCCO3)c1
  A = 6 | B = -11 | C = -7 | D = -2 | E = 0 | F = -13 | G = -6 | H = -48 | I = 17 | J = -8 | K = 8

CC(=O)C[C@H](O)CC(=O)[C@H]1OC(=O)[C@H](C)C/C=C\Cc2ccccc21
  A = -9 | B = -9 | C = -12 | D = -2 | E = -7 | F = 4 | G = -15 | H = -32 | I = 5 | J = -6 | K = .

CCCCOC(=O)Nc1ccc(OC)cc1S(=O)(=O)N1CCOCC1
  A = -1 | B = 0 | C = -14 | D = 12 | E = -6 | F = 8 | G = -18 | H = 14 | I = -4 | J = 2 | K = 12

Cn1cccc1Cc1nnc(SCC(=O)Nc2ccc3c(c2)OCCO3)n1CCc1ccccc1
  A = -2 | B = 16 | C = -7 | D = 8 | E = 10 | F = -4 | G = 12 | H = -1 | I = 5 | J = 0 | K = -1

O=C(/C=C/c1cccc([N+](=O)[O-])c1)Nc1ccc(Cl)cn1
  A = -9 | B = 10 | C = -11 | D = -26 | E = -7 | F = -6 | G = -6 | H = -46 | I = 1 | J = -19 | K = -2

CCn1c(CC(=O)Nc2ccc(C)cc2)nnc1SCC(=O)N1CCOCC1
  A = 1 | B = -7 | C = -3 | D = 15 | E = -5 | F = -11 | G = -7 | H = -2 | I = -2 | J = 5 | K = -5

Cc1cc(C(F)(F)F)c2c(N)c(C(=O)NCc3ccc(Cl)cc3)sc2n1
  A = -3 | B = 4 | C = . | D = 1 | E = . | F = 24* | G = -13 | H = 1 | I = . | J = . | K = .

(continued)
Short keys: A = SRC2 inh; B = NR2F2 inh; C = SRC1 inh; D = LRH-1 inv ag; E = SRC3 inh; F = NOD2-RIPK2 inh; G = C8 TRAIL sens; H = TROY signal inh; I = TLR9-MyD88 block; J = EBV LMP1 NFkB; K = Vif imaging
O=C1CCC(C(=O)Nc2ccc(Cl)cc2)N1 (centres undefined)
  A = -28 | B = 0 | C = 6 | D = -2 | E = 4 | F = 2 | G = -4 | H = -5 | I = -11 | J = 3 | K = 5

CCOC(=O)C(NC(=O)Nc1ccc(O)cc1)(c1ccccc1)C(F)(F)F (centres undefined)
  A = -4 | B = -19 | C = 3 | D = 11 | E = 1 | F = -12 | G = 5 | H = 0 | I = 9 | J = 2 | K = -6

CCn1c2ccccc2c2cc(NC(=O)COC(=O)C3CCC(=O)N3)ccc21 (centres undefined)
  A = -2 | B = 12 | C = -3 | D = 0 | E = 4 | F = -24 | G = 0 | H = 22 | I = -8 | J = -61 | K = -4

O=C(CSc1nc(Nc2ccccc2)nc(N2CCOCC2)n1)NC1CCCCC1
  A = -12 | B = 1 | C = 11 | D = -10 | E = -3 | F = 4 | G = -12 | H = -2 | I = -5 | J = -2 | K = .

C/C(CS(=O)(=O)c1ccccc1)=N\O
  A = 10 | B = -3 | C = -3 | D = -4 | E = 12 | F = -10 | G = -9 | H = -6 | I = -3 | J = 7 | K = 9

COc1cccc(NC(=O)C(=O)N2CCOCC2)c1
  A = -39 | B = -18 | C = -61 | D = -67 | E = -86 | F = -10 | G = 5 | H = -67 | I = -10 | J = -21 | K = 4

CCOC(=O)c1sc(NC(=O)CSc2nnc(Cc3ccccc3)o2)c(C(=O)OCC)c1C
  A = 11 | B = 9 | C = 10 | D = 1 | E = 6 | F = 2 | G = 10 | H = 15 | I = 11 | J = -8 | K = -1

Cc1ccc(S(=O)(=O)N2C3CCCCC3O[C@H]2CC(=O)OCc2ccccc2)cc1 (some centres undefined)
  A = 2 | B = 2 | C = . | D = -4 | E = . | F = -8 | G = -8 | H = . | I = . | J = . | K = .

CC(C)(C)C(O)(CC#CCN1CCCC1)c1ccccc1 (centres undefined)
  A = 19 | B = -15 | C = -3 | D = 15 | E = 4 | F = 0 | G = 7 | H = -5 | I = -8 | J = 2 | K = 21

Cc1cc(NS(=O)(=O)c2ccc(NC(=O)Nc3ccccc3)cc2)no1
  A = -40 | B = -11 | C = 15 | D = 11 | E = 8 | F = -1 | G = -8 | H = -10 | I = 0 | J = 6 | K = -2

O=C(NC(=S)NNS(=O)(=O)c1ccccc1)c1ccc([N+](=O)[O-])cc1
  A = 7 | B = -2 | C = -41 | D = 14 | E = -12 | F = 2 | G = -11 | H = -10 | I = -6 | J = -2 | K = -12

Nc1cccc(NC(=O)c2cccs2)c1
  A = -5 | B = -16 | C = -36 | D = -5 | E = 2 | F = 1 | G = 5 | H = -25 | I = 1 | J = -1 | K = 9

COc1ccc(CCNC(=O)[C@H](C)NC(=O)[C@@H]2CSC3c4ccccc4C(=O)N32)cc1 (some centres undefined)
  A = 0 | B = 10 | C = -9 | D = 22 | E = 16 | F = -6 | G = -12 | H = -6 | I = 6 | J = -2 | K = 7

CC(C)(C)C(=O)NC1CC2CCCC(C1)N2C(=O)Nc1ccccc1Cl (centres undefined)
  A = 4 | B = -11 | C = 0 | D = 11 | E = -14 | F = 1 | G = -18 | H = 1 | I = -1 | J = 6 | K = 5

CN(C)N1C(=O)c2c(Cl)c(Cl)c(Cl)c(Cl)c2C1=O
  A = -10 | B = 9 | C = 1 | D = 1 | E = 16 | F = -2 | G = -11 | H = -20 | I = 1 | J = 1 | K = 2

O=C(CSc1nnc(Cc2ccccc2)o1)c1cc(F)ccc1F
  A = 5 | B = -8 | C = 4 | D = -3 | E = -24 | F = -5 | G = -5 | H = -34 | I = -3 | J = -3 | K = 3

High-throughput results as filed in PubChem.
